aSyn yeast inh: rescues yeast growth from alpha-synuclein toxicity; AID 652106; Yeast expressing alpha-synuclein, growth rescue, BacTiter-Glo, 24 h; Potency, µM (highest dose often 46.1 µM), without a hit: top-dose growth rescue (activation), actives largely listed as activators; hit rate 0.14% among 370,000; also: potency is read from the fitted curve at half-maximal effect; % of control where 0% means no effect; nearly all actives have a fitted effect of over 65% in size
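Readout is rescue of growth in alpha-synuclein-expressing yeast, so inhibitors of toxicity appear as activators. Growth after 24 hr at 30 deg C in galactose medium is quantified by luminescence.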
EPAC2 ag: activates human EPAC2 exchange factor. Potency, µM (titrated, usually from 154 µM), for the others: top-dose activation, hits mostly activators. Q8WZA2. hit rate 0.079% among 360,000. EPAC2 activation, biochemical qHTS; response scale: 100% = 6.5 mM cAMP response; also: potency is read from the fitted curve at half-maximal effect; nearly all actives have a fitted effect of over 50% in size
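Compounds were added across a concentration range to EPAC2 (100 nM), RAP1B-BODIPY-GDP (250 nM) and GDP (50 uM). After 5 min at room temperature, fluorescence was recorded at 5-min intervals for 30 min.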
TDP-43 yeast inh: inhibitors of TDP-43 toxicity in yeast; Potency, µM (highest dose often 46.1 µM), inactives show at the top dose growth rescue (activation), hits mostly activators; hit rate 1.8% among 410,000; TDP-43 expressing yeast growth rescue, BacTiter-Glo, 24 h; also: potency is read from the fitted curve at half-maximal effect; % of control where 0% means no effect; nearly all actives have a fitted effect of over 50% in size
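Yeast cells expressing TDP-43 under galactose induction are exposed to compounds for 24 hr at 30 deg C. BacTiter-Glo luminescence measures growth, so protective compounds score as activators.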
FUS yeast rescue: rescues growth of FUS-expressing yeast | S. cerevisiae FUS-expressing, growth rescue, OD600, 24 h | hit rate 0.24% among 390,000 | Potency, µM (doses to about 76.6 µM), for the others: top-dose growth rescue (activation), hits mostly activators;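 also: potency is read from the fitted curve at half-maximal effect; plate controls were DMSO vehicle for no effect and reference control for full effect; nearly all actives have a fitted effect of over 55% in size; some results filed as inactive show a strong effect at the top dose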
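S. cerevisiae expressing FUS from galactose induction served as the toxicity model. Growth after 24hr at 30C, read as absorbance at 600 nm, indicates suppression of toxicity; compounds dosed at several concentrations.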
Abeta yeast res: compounds reversing amyloid beta toxicity in yeast. yeast expressing A-beta42, growth rescue, OD600, 48 h; response scale: 0% DMSO, 100% iron-clioquinol control. Potency, µM (titrated, usually from 46.1 µM), inactives show top-dose growth rescue, actives largely listed as activators. hit rate 0.063% among 410,000. AID 1347071; also: potency is read from the fitted curve at half-maximal effect; nearly all actives have a fitted effect of over 55% in size
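Yeast A-beta toxicity model in growth medium with pinned compounds, 48 h at 30 C; growth read as absorbance at 600 nm. Normalized to FeCl3/clioquinol equimolar mix (positive) and DMSO (negative).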
EPAC2 antag: EPAC2 (human) antagonism; Q8WZA2; EPAC2 GEF exchange of Rap1B-BODIPY-GDP, fluorescence; Potency, µM (titrated, usually from 114 µM), for inactives: at the top dose activity, negative = inhibition, usual class: inhibitors; hit rate 0.18% among 360,000; AID 720708; also: potency is read from the fitted curve at half-maximal effect; % is scaled to controls: 0 for no effect and ±100 for the full control effect; nearly all actives have a fitted effect of over 45% in size; many of its hits are not listed in these tables
DRD3 antagonist: D3 dopamine receptor (human) antagonism; max response, negative = inhibition, %; hit rate 2.5% among 360,000; P35462; AID 652054; D3R cells, DiscoveRx beta-arrestin luminescence, antagonist mode; stronger effect = lower value; in the data active = max response below about -50%; inconclusive = no clear call, values can overlap the other calls; also: % is scaled to controls: 0 for no effect and ±100 for the full control effect; mostly tested at two doses, the higher about 12 µM
Target sequence (P35462 whole entry, looked up): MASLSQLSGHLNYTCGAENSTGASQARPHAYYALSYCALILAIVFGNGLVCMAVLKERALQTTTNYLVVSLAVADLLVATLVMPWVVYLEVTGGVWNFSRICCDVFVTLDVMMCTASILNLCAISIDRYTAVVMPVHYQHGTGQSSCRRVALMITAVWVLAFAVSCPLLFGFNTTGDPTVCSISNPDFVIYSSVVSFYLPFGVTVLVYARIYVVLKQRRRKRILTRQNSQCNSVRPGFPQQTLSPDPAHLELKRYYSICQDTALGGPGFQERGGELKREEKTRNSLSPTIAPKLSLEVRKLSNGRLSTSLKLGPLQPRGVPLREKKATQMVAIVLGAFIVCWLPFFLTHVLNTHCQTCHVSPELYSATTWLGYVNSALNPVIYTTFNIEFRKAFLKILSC
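Cells plated overnight at 1500 cells/well, then exposed to library compounds with dopamine controls for 90 minutes at 37 degrees C. DiscoveRx reagent added for 30–60 minutes at room temperature; luminescence read, quantitative HTS format.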
DRD3 agonist: D3 dopamine receptor (human) agonism | P35462 | D3R DiscoveRx beta-arrestin cells, luminescence, 90 min | max activation, % | hit rate 0.58% among 410,000 | AID 652048; in the data active = max activation above about 30%; also: 0% is about no effect; mostly tested at two doses, the higher about 12 µM
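Agonist mode: compounds and dopamine controls were applied to plated cells for 90 min at 37 degrees C after an overnight attachment at 1500 cells/well. Luminescent read-out followed 30 - 60 minutes at room temperature with DiscoveRx detection reagent.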
* = called active by the depositor; u = inconclusive; x = not tested or not shown; [ ] = another dose, or the depositor's remark. Unless noted, calls follow the shape of the dose curve; as a rule, active = well fitted curve in the direction sought with a large enough effect; inconclusive = small, poorly fitted or top-dose-only effect, or another doubt; inactive = no such curve, though single readings can be large; an effect the other way counts as inactive or inconclusive. The list is partial; the hit share may differ from the screen's.

smiles	aSyn yeast inh	EPAC2 ag	TDP-43 yeast inh	FUS yeast rescue	Abeta yeast res	EPAC2 antag	DRD3 antagonist	DRD3 agonist
Cc1cc(C)cc(Nc2cc(C(=O)NC3CCC(C)CC3)c3ccccc3n2)c1 (stereo not given)	x	x	-1%	24%	-15%	x	x	-7
O=C(COC(=O)c1cccnc1Cl)NCCCc1ccccc1	3%	15%	7%	x	-6%	2%	-1	8
O=C(COc1ccccc1F)N1CCCc2ccccc21	6%	2%	u	5%	6%	4%	11	3
COc1ccc(CNC(=O)Cc2c(C(=O)O)[nH]c3ccccc23)cc1	-1%	6%	2%	1%	7%	3%	-8	-4
O=C(CS(=O)(=O)c1ccccc1Cl)N1CCOCC1	-2%	-1%	-6%	1%	-4%	12%	9	-6
CCOc1ccccc1-n1c(SC(C)C(=O)NCC2CCCO2)nc2ccccc2c1=O (stereo not given)	-7%	6%	11%	6%	8%	0%	3	0
Cc1ccc(C)c(N2C(=O)CN=C2Nc2ccccc2Cl)c1	-6%	-2%	2%	10%	-12%	-6%	u	-9
CC(Oc1ccccc1)C(=O)N=Nc1c(O)[nH]c2ccc(Br)cc12 (stereo not given)	0%	16%	-9%	-13%	-14%	3%	0	-3
COc1ccc(OC)c(NC(=O)CSc2nnc(-c3cccnc3)s2)c1	9%	-9%	18%	4%	-18%	-10%	5	-8
COc1ccc(CCn2c(-c3ccc(F)cc3)nc3c(c(=O)c4ccccc4n3C)c2=O)cc1OC	2%	5%	-33%[inhibitor]	-2%	-9%	-7%	-6	0
O=C(CCS(=O)(=O)c1nc(-c2cccs2)cc(C(F)(F)F)n1)Nc1ccc(Br)cc1	x	x	u	14%	-2%	x	x	-16
COc1ccc(S(=O)(=O)N2CCOCC2)cc1NC(=O)CSc1cccc[n+]1[O-]	0%	6%	1%	-41%	5%	9%	9	3
CCOC(=O)/C(=N/Nc1ccc(OC)cc1)Sc1nnc(CCc2ccccc2)n1-c1ccccc1	5%	1%	-9%	32%	8%	-8%	-21	-1
CC(O)c1nc2ccccc2n1Cc1ccccc1 (stereo not given)	-1%	-3%	-8%	2%	-25%	-4%	-29	-1
CC(=O)c1cc(CN2CCN(C3CCN(C(C)C)CC3)C(CCO)C2)cs1 (stereo not given)	-4%	7%	13%	-22%	4%	-5%	-5	2
CC(=O)c1ccc(-c2ccc(C(=O)N3CCN(c4ccc(F)cc4)CC3)o2)cc1	1%	8%	0%	22%	0%	-21%	38	13
O=C(CCCN1C(=O)NC2(CCCC2)C1=O)N1CCN(S(=O)(=O)c2ccccc2)CC1	-6%[1.84 µM]	6%	-1%	12%	2%	-10%	-10	0
CCOC(=O)c1nn(-c2ccc(F)cc2)c2nc(-c3ccccc3)c(C#N)c(=O)n12	9%	1%	5%	x	-6%	2%	-7	-5
Cc1ccc(C)c(NC(=O)CSc2cn(CC(=O)N3CCCCC3)c3ccccc23)c1	x	x	24%	12%	-9%	x	x	11
O=C(Nc1ccccc1Cl)c1cc(C2CCCN(C(=O)C3CCCCC3)C2)on1 (stereo not given)	14%	5%	16µM*	-4%	21%	-12%	0	11

Three compounds from above, sorted by molar mass, ascending.
smiles	aSyn yeast inh	EPAC2 ag	TDP-43 yeast inh	FUS yeast rescue	Abeta yeast res	EPAC2 antag	DRD3 antagonist	DRD3 agonist
Cc1ccc(C)c(N2C(=O)CN=C2Nc2ccccc2Cl)c1	-6%	-2%	2%	10%	-12%	-6%	u	-9
O=C(Nc1ccccc1Cl)c1cc(C2CCCN(C(=O)C3CCCCC3)C2)on1 (stereo not given)	14%	5%	16µM*	-4%	21%	-12%	0	11
O=C(CCCN1C(=O)NC2(CCCC2)C1=O)N1CCN(S(=O)(=O)c2ccccc2)CC1	-6%[1.84 µM]	6%	-1%	12%	2%	-10%	-10	0

(continued)
smiles	aSyn yeast inh	EPAC2 ag	TDP-43 yeast inh	FUS yeast rescue	Abeta yeast res	EPAC2 antag	DRD3 antagonist	DRD3 agonist
Cc1noc(C)c1S(=O)(=O)N1CCC(C(=O)c2ccccc2)CC1	10%	7%	22%	17%	u	-2%	u	-10
Cc1cccc2nc(-c3cccc(NC(=O)Cc4ccccc4)c3)cn12	-1%	7%	-19%	x	6%	-6%	0	-2
COC(=O)c1sccc1NC(=O)CSc1ccccc1NS(=O)(=O)c1cc(Cl)ccc1Cl	-2%	14%	-12%	u	16%	-10%	0	-7
Cc1ccc(S(=O)(=O)NCC(=O)OC(C(=O)c2ccccc2)c2ccccc2)cc1 (stereo not given)	0%	7%	-7%	25%	-17%	-1%	-9	-7
COc1ccc2oc(C(=O)Nc3ccc(C)cn3)c(C)c2c1	-3%	-5%	-15%	-7%	-1%	11%	-10	-5
Cc1cccc(N2CCN(S(=O)(=O)c3cccc4nonc34)CC2)c1C	3%	4%	28µM*	x	-18%	0%	-12	0
CC1(c2ccccc2)NC(=O)N(CC(=O)Nc2ccc([N+](=O)[O-])cc2)C1=O (stereo not given)	1%	0%	7%	41%	5%	0%	1	-8
CCN1C=C(C(=O)c2ccccc2)C(=O)CC1	0%	2%	-5%	-15%	-6%	6%	0	7
Cc1cc(C)nc(NS(=O)(=O)c2ccc(NC(=O)COc3ccc(Cl)cc3C)cc2)n1	x	x	7%	28%	-6%	x	x	3
Cc1ccc(C)c(/C=N/Nc2ccccn2)c1	-5%	4%	1%	2%	-3%	6%	-14	1
O=C(NCCN1CCCCC1)c1ccc(/C=N/O)nc1	-2%	1%	10%	-21%	-5%	14%	-11	-4
Cc1cc2c(cc1S(=O)(=O)Nc1cccc(C)c1C)OCC(=O)N2	1%	3%	-11%	-13%	6%	-10%	13	-3
O=C1OC(c2ccc3c(c2)OCO3)N(C(=O)c2ccc(Cl)c(Cl)c2)c2ccccc21 (stereo not given)	-12%	11%	-28%	12%	0%	1%	-24	-10
Cc1ccc(N2C(=O)C(CN3CCOCC3)C2c2ccccc2)cc1 (stereo not given)	0%	1%	-9%[0.397 µM]	-13%	0%	-7%	-15	2
Cc1cccc(C)c1NC(=O)CN(C)C(=O)c1ccc(N2C(=O)CCC2=O)cc1	6%	4%	-16%	4%	1%	12%	20	6
CC1CC(C)(C)CC2(C1)NC(=O)N(CC(=O)Nc1c(F)cccc1F)C2=O (stereo not given)	4%	2%	18%	-2%	11%	-4%	0	1
O=C(CCCC(=O)N/N=C\c1ccccn1)N/N=C\c1ccccn1	8%	-1%	10%	x	8%	-1%	26	2
COc1cc(NC(=O)c2cccs2)c(OC)cc1NC(=O)Cc1ccccc1	-2%	5%	-26%	8%	14%	-3%	8	0
ON=C1C2CC=C(c3ccccc3)C1CCC2 (stereo not given)	1%	14%	u	x	-9%	-7%	2	5
COc1ccc(NC(=S)NCCCc2ccccc2)cc1	-16%	18%	6%	1%	15%	-16%[57.1 µM]	4	1
CSc1nsc(/C=C/Nc2ccc(F)cc2)c1C#N	6%	-10%	5%	-5%	0%	6%	-2	3
Cc1ccnc(NS(=O)(=O)c2ccc(NC(=O)/C=C/c3cccs3)cc2)n1	-5%	8%	-4%	15%	-13%	13%	-10	8
COc1ccc(Cc2c(-c3ccccc3)nc3c(C)cc(Br)cn23)c(C)c1	18%	11%	u	7%	-35%	-3%	0	-9
COC(=O)c1cc(=O)n(Cc2ccc3c(c2)OCO3)c(=Nc2ccccc2)s1	1%	9%	13%	8%	-3%	-16%	-8	-3
Cc1ccc(C(=O)N2CCCC2)cc1S(=O)(=O)Nc1cccc(C)c1C	14%	7%	-3%	14%	2%	1%	4	-6
O=C(CSc1nnc(CNC(=O)c2ccccc2F)n1-c1ccccc1)Nc1ccccc1F	x	x	1%	-9%	-19%	x	x	-9
Cn1c(=O)[nH]c(=O)c2c1nc(Br)n2Cc1ccccc1Cl	0%	9%	5%	-1%	-23%	-2%	-28	-12
COc1cc(/C=C/C(=O)OCC(=O)NC(=O)NC(C)C)ccc1OCC#N	5%	-5%	11%	10%	10%	4%	2	19
COc1cc(/C=C2\SC(=O)N(CC(=O)Nc3cccc(C)c3)C2=O)ccc1OC(C)C(=O)O (stereo not given)	-4%	0%	1%	25%	0%	-4%	5	8
Cc1ccccc1OCC(=O)Nc1cnn(CCCC(=O)O)c1	0%	1%	-16%	2%	3%	8%	4	2
COc1ccc(NC(=O)Cc2ccc(NC(=O)N3CCCCc4ccccc43)cc2)c(OC)c1	x	x	0%	u	-7%	x	x	7
O=c1nc(Nc2ccccc2)oc2ccccc12	0%	3%	-26%	7%	-20%	13%	-22	-3
C=C1C2(C(=O)Nc3nccs3)CCC(C2)C1(C)C (stereo not given)	0%	7%	13µM*	1%	u	-7%	9	1
CC(N=Cc1cc([N+](=O)[O-])ccc1O)c1ccccc1 (stereo not given)	-7%	5%	u	-8%	-64%[inhibitor]	-13%	-52*	-4
CC(=O)c1c(C)[nH]c(C(=O)N2CCCC(C)C2)c1C (stereo not given)	-5%	3%	7%	-6%	7%	6%	8	4
C/C(=N\NC(=O)c1cccc(Cl)c1)C1C(=O)c2ccccc2C1=O	4%	-7%	-30%[inhibitor]	x	21%	-9%	-26	6
CC(C)(C)NC(=O)C(c1ccc(F)cc1)N(Cc1ccco1)C(=O)Cn1nnc(-c2cccs2)n1 (stereo not given)	-5%	2%	-1%	11%	-10%	15%	-6	-1
CC(C)[C@@H](C(=O)NC1CC1)N1C(=O)N2CCc3c([nH]c4ccccc34)[C@@]2(C)C1=O	8%	-5%	-4%	8%	-12%	-4%	-12	13
Nc1nc(SCC(=O)Nc2ccc(OC(F)(F)F)cc2)[nH]c(=O)c1NC(=O)c1ccc(Br)o1	-2%	-4%	3%	-4%	3%	-2%	7	-6

Screens deposited in PubChem by National Center for Advancing Translational Sciences (NCATS).
